Compound activity as filed in PubChem.
Eya2 inh: inhibitors of human Eya2 phosphatase activity. O00167. recombinant Eya2, OMFP fluorescence dephosphorylation (OMFP is methylfluorescein phosphate). Potency, µM (titrated, usually from 76.9 µM), for the others: at the highest dose activity, negative = inhibition, most hits filed as inhibitors. 330,000 compounds, 0.006% hits. AID 488837; further: potency means the concentration at half of the fitted maximal effect; on the % scale 0 is the no-effect control and ±100 the full control effect
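Eya2 (0.2 uM) preincubated 10 min at ambient with compound, then OMFP substrate added at 50 uM; 10 min reaction in 50 mM HEPES pH 7.5, 50 mM NaCl, 5 uM MgCl2, 0.05% BSA, 1 mM DTT. Fluorescence read at Ex 485/Em 525 nm.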
Tb PFK inh: inhibitors of T. brucei phosphofructokinase. O15648. T. brucei PFK, ADP-Glo luminescence. Potency, µM (titrated, usually from 57.5 µM), inactives show at the highest dose activity, negative = inhibition, hits mostly inhibitors. 330,000 compounds, 0.17% hits. AID 485367;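 further: potency means the concentration at half of the fitted maximal effect; 0% = uninhibited 1x PFK enzyme wells and -100% = no-enzyme wells; nearly all actives have a fitted effect of over 60% in size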
Target sequence (O15648 whole entry, looked up): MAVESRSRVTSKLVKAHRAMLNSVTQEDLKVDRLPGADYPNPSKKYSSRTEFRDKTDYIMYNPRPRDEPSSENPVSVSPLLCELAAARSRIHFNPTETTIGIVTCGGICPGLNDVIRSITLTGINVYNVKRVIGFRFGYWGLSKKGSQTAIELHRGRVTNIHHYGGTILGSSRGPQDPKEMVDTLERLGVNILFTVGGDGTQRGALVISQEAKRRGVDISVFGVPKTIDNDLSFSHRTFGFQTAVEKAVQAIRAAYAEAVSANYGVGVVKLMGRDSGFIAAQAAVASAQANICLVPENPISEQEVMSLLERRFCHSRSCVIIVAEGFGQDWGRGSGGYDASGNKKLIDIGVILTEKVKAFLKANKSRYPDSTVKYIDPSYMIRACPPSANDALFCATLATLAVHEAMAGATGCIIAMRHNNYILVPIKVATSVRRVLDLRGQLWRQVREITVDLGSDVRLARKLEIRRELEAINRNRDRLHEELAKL
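Activity is normalized to no-enzyme wells (full inhibition) and 1.25 nM enzyme wells (no inhibition). Reaction: 0.5 mM F6P, 0.1 mM ATP, 45 min RT, ADP-Glo luminescence; concentration-response curves fitted and classed by quality.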
TSG101-PTAP inh: blocks PTAP/TSG101 interaction to inhibit HIV-1 budding | 340,000 tested, under 10 active | Q99816 | Fluorescence polarization, FITC-PTAP peptide / Tsg101 binding | Potency, µM (titrated, usually from 115 µM), without a hit: at the top dose activity change, negative = inhibition, most hits filed as inhibitors | AID 493005; active means well fitted inhibition curve with a large enough effect in the main read-out, with a control signal flat, not every such curve was filed as active; inconclusive means small, poorly fitted or top-dose-only effect, or effect the other way, or a change in a side signal; inactive means no such curve, though single readings can be large or run the other way; further: potency means the concentration at half of the fitted maximal effect; % of control where 0% means no effect
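Compounds were pin-transferred onto Tsg101 binding domain (10 uM final) in HEPES pH 7.5 buffer, then FITC-PTAP peptide was added at 50 nM final. After 20 min at RT, polarization reported peptide displacement across a qHTS concentration series.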
Chronic BCR inh: inhibitors of chronic active B-cell receptor signaling. ABC-DLBCL IkBa-CBG/CBR reporter, luminescence ratio, 4 h. Potency, µM (series often up to 46.1 µM), for inactives: at the highest dose ratio change, negative = lower green/red ratio, usual class: inhibitors. 340,000 compounds, 0.05% hits; active means well fitted inhibition curve with a large enough effect in the signal ratio, with a control signal flat, not every such curve was filed as active; inconclusive means small, poorly fitted or top-dose-only effect, or effect the other way, or a change in a side signal; the % refers to the signal ratio;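 further: potency means the concentration at half of the fitted maximal effect; plate controls were basal doxycycline-induced cells for no effect and cells given 10 µM MG132 for full effect; MG132 reads +100%, hits lower the ratio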
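TMD8 human ABC-DLBCL cells with doxycycline-inducible IκBα–green luciferase fusion and unfused red luciferase, in 0.5% FBS medium; compounds up to 46 uM, 4 h at 37C. Green/red luminescence ratio, filter-overlap corrected, fitted to concentration-response curves.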
TSHR antagonist: antagonists of human thyroid stimulating hormone receptor; P16473; TSHR-expressing cells, TSH-stimulated cAMP HTRF, 2 h; hits give low values; activity change, negative = inhibition, % at 11.5 µM; 330,000 compounds, 0.2% hits;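 active means activity change below a set negative limit, meaning inhibition stronger than a set level, cut at about -70% in these data; inconclusive means activity change between two set negative limits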; further: on the % scale 0 is the no-effect control and ±100 the full control effect
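Antagonism was scored as loss of TSH-driven cAMP in TSHR cells, stimulated with 4nM TSH (EC80) for 2 hours at 37 deg C and detected by homogeneous HTRF competition immunoassay.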
B2AR arrestin: agonists driving beta-arrestin recruitment to human beta2-adrenergic receptor. Potency, µM (doses to about 46.1 µM), for the others: at the highest dose activation, usual class: activators. beta-arrestin recruitment to beta2AR, cell-based reporter. P07550. 330,000 compounds, 0.02% hits;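 further: potency means the concentration at half of the fitted maximal effect; 0% = DMSO controls and full agonism = EC100 isoproterenol or metaproterenol; nearly all actives have a fitted effect of over 65% in size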
Mito fusion act: mitochondrial division inhibition or fusion activation. S. cerevisiae fusion-defective mutant growth rescue, CellTiterGlo 48 h. Potency, µM (titrated, usually from 46.1 µM), for inactives: at the highest dose growth rescue (activation), most hits filed as activators. 320,000 compounds, 0.23% hits;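 further: potency means the concentration at half of the fitted maximal effect; % of control where 0% means no effect; nearly all actives have a fitted effect of over 45% in size; temperature-sensitive fusion mutants such as fzo1-1 at 37 °C on non-fermentable ethanol glycerol medium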
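Growth-rescue viability read-out: after 48 h at the non-permissive 37C in glycerol/ethanol YPEG, yeast mitochondrial fusion mutants are measured by CellTiterGlo luminescence; compounds (23 nl pinned per well) restoring growth score as division inhibitors or fusion activators.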
ELG1 DNA repair: blocks ELG1-dependent DNA repair in HEK293T cells; 330,000 compounds, 2.3% hits; AID 504467; Potency, µM (highest dose often 46.1 µM), inactives show at the top dose activity change, negative = inhibition, most hits filed as inhibitors; HEK293T ELG1-luciferase reporter, luminescence, 16 h; DNA damage induced by 5-fluorouridine; further: potency means the concentration at half of the fitted maximal effect; on the % scale 0 is the no-effect control and ±100 the full control effect; nearly all actives have a fitted effect of over 55% in size
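In this reporter screen, reduction of luminescence relative to DMSO vehicle indicated activity. Compounds and 5-fluorouridine were added together to 2,000 cells per well, incubated for 16 hr at 37 °C, then developed with ONE-Glo.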
TCR act: activators of T cell receptors; primary human leukocytes, anti-CD3, IL-2 HTRF, 48 h; 330,000 tested, under 10 active; Potency, µM (titrated, usually from 9.22 µM), without a hit: at the highest dose activation of IL-2 secretion, usual class: activators; further: % of control where 0% means no effect
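IL-2 produced over 48 hr by a-CD3 bead-stimulated primary human leukocytes exposed to compounds was detected with a homogeneous time-resolved FRET immunoassay, 665nm acceptor signal after 320nm excitation.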
uPA surface inh: cell surface uPA generation inhibition; cell surface uPA generation assay, qHTS; Potency, µM (doses to about 38.3 µM), without a hit: top-dose activity change, negative = inhibition, hits mostly inhibitors; AID 540303; 330,000 compounds, 0.31% hits; active means well fitted inhibition curve with a large enough effect; inconclusive means small, poorly fitted or top-dose-only effect; inactive means no such curve, though single readings can be large or run the other way; tested in mouse RAW 264.7 cells; further: potency means the concentration at half of the fitted maximal effect; on the % scale 0 is the no-effect control and ±100 the full control effect; nearly all actives have a fitted effect of over 55% in size
USP2a inh: blocks human ubiquitin-specific protease USP2a; O75604; USP2 core, Ub-CHOP2 coupled fluorogenic reporter, 485/531; Potency, µM (highest dose often 38.3 µM), inactives show top-dose activity change, negative = inhibition, most hits filed as inhibitors; 330,000 compounds, 0.01% hits; AID 463254;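 further: potency means the concentration at half of the fitted maximal effect; plate controls were DMSO wells for no effect and full inhibition by NEM control for full effect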
Target sequence (O75604 whole entry, looked up): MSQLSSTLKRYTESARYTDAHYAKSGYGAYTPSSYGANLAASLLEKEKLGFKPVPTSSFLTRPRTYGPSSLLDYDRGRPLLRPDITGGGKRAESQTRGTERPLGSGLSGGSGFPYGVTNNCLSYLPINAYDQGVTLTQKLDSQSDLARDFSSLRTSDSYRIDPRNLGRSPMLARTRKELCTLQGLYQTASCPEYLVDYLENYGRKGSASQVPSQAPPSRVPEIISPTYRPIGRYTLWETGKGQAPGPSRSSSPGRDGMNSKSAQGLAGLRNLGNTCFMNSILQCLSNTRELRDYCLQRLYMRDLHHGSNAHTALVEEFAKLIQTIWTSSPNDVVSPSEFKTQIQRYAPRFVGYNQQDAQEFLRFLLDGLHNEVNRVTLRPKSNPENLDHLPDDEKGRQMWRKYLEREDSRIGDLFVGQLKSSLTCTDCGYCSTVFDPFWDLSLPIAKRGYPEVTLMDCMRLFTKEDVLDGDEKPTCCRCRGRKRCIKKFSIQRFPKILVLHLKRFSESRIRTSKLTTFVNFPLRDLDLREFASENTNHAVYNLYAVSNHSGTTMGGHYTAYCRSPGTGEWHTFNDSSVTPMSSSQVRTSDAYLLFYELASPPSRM
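Deubiquitinase activity read as fluorescence (485/531 nm) after Ub-CHOP2 cleavage activates the enterokinase reporter on its substrate; USP2 core 10nM, Ub-CHOP2 and substrate 25nM each, 30min compound preincubation then 60min RT; data normalized to NEM, curves fitted.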
Numbers without * were called inactive; ? = inconclusive; . = not tested or not shown; [ ] = dose if it differs, or a comment. Unless noted, the call rests on the fitted dose curve; in most records, active means well fitted curve in the direction sought with a large enough effect; inconclusive means small, poorly fitted or top-dose-only effect, or another doubt; inactive means no such curve, though single readings can be large; an effect the other way counts as inactive or inconclusive.

SMILES | Eya2 inh | Tb PFK inh | TSG101-PTAP inh | Chronic BCR inh | TSHR antagonist | B2AR arrestin | Mito fusion act | ELG1 DNA repair | TCR act | uPA surface inh | USP2a inh
O=C(CCC(=O)N1CCOCC1)NCc1cccc(C(F)(F)F)c1 | 6% | -1% | 0% | -1% | -2 | 0.1% | -2% | 17% | . | 6% | 0%
FC(F)(F)c1ccc(Cl)c(-n2c(Cc3cccs3)n[nH]c2=S)c1 | 2% | -5% | -4% | -11% | -6 | ? | 17% | ? | -2% | -10% | 0%
Cc1ccccc1S(=O)(=O)c1cc2ccccc2nc1N | 6% | -5% | -1% | -5% | -12 | 0.0% | 11% | -25% | 1% | 3% | 1%
CCOc1ccc(Nc2ccc(N3C(=O)CCC3=O)cc2[N+](=O)[O-])cc1 | 7% | -4% | 1% | 11% | 1 | 0.2% | 14% | 17% | 5% | 3% | -5%
O=C1C=C(c2ccc(F)c(Cl)c2)C[C@@H](c2ccc(F)cc2)C1 | 0% | 3% | 1% | 14% | -25 | 0.2% | ? | -2% | -3% | 8% | -8%
Cc1cc(C)n(CC(O)Cn2c3ccccc3c3ccccc32)n1 (configuration not stated) | -25% | 3% | 2% | 6% | 42 | 0.5% | 16µM* | ? | -2% | 6% | -1%
CCOc1ccc(CC(=O)C2C(=O)CC(C)(C)CC2=O)cc1OCC | -9% | 1% | -1% | 13% | 13 | 0.0% | -1% | 1% | -6% | 0% | -7%
CCCCOC(=O)CCc1nc2ccccc2[nH]1 | 3% | -2% | -4% | 1% | 4 | -1.0% | -5% | 3% | . | 11% | -1%
CCOC(=O)C1CCN(C(=O)COC(=O)c2nc3nc(C)cc(C)n3n2)CC1 | 21% | 5% | 1% | 6% | 8 | -0.1% | -8% | 11% | 0% | 0% | 2%
O=C(O)c1cccc(NC(=O)c2ccc3c(c2)C(=O)N(c2cccc([N+](=O)[O-])c2)C3=O)c1 | 12% | 0% | -3% | 9% | -3 | -0.3% | -4% | 0% | -5% | 4% | 3%
Cc1ccc(SCc2noc(C(=O)NCC3CCCO3)c2C(=O)O)cc1C (configuration not stated) | 3% | 3% | -4% | -1% | 11 | -0.5% | 1% | 13% | 0% | 1% | 1%
Cc1onc(-c2ccccc2)c1C(=O)N/N=C/c1cccc(O)c1 | 2% | -3% | -3% | -2% | -8 | -1.2% | 0% | -7% | -3%[46.1 µM] | 3% | 0%
COC(=O)c1ccc(C(C(=O)NCc2ccccc2)N(Cc2cccs2)C(=O)c2cnccn2)cc1 (configuration not stated) | 12% | -15% | -5% | 0% | -1 | 0.0% | 4% | ? | 0% | 0% | -1%
CC(C)N1CCC(N2CCN(Cc3ccc(-c4ccccc4Cl)o3)CC2CCO)CC1 (configuration not stated) | 6% | -2% | 1% | 0% | -19 | 4.2% | 3% | ? | 1% | 0% | 1%
Cc1ccccc1-n1nc(SCC(=O)O)sc1=S | 9% | 1% | -5% | -3% | -7 | -0.1% | -2% | 12% | 12% | 4% | 2%

Complete entries, looked up by structure.
Entry for CCCCOC(=O)CCc1nc2ccccc2[nH]1 : Eya2 inh = 3%; Tb PFK inh = -2%; TSG101-PTAP inh = -4%; Chronic BCR inh = 1%; TSHR antagonist = 4; B2AR arrestin = -1.0%; Mito fusion act = -5%; ELG1 DNA repair = 3%; TCR act = .; uPA surface inh = 11%; USP2a inh = -1%
Entry for Cc1onc(-c2ccccc2)c1C(=O)N/N=C/c1cccc(O)c1 : Eya2 inh = 2%; Tb PFK inh = -3%; TSG101-PTAP inh = -3%; Chronic BCR inh = -2%; TSHR antagonist = -8; B2AR arrestin = -1.2%; Mito fusion act = 0%; ELG1 DNA repair = -7%; TCR act = -3%[46.1 µM]; uPA surface inh = 3%; USP2a inh = 0%
Entry for O=C1C=C(c2ccc(F)c(Cl)c2)C[C@@H](c2ccc(F)cc2)C1 : Eya2 inh = 0%; Tb PFK inh = 3%; TSG101-PTAP inh = 1%; Chronic BCR inh = 14%; TSHR antagonist = -25; B2AR arrestin = 0.2%; Mito fusion act = ?; ELG1 DNA repair = -2%; TCR act = -3%; uPA surface inh = 8%; USP2a inh = -8%

Continuation.
SMILES | Eya2 inh | Tb PFK inh | TSG101-PTAP inh | Chronic BCR inh | TSHR antagonist | B2AR arrestin | Mito fusion act | ELG1 DNA repair | TCR act | uPA surface inh | USP2a inh
COc1ccc(N2CC(C(=O)Nc3nc4ccc(S(C)(=O)=O)cc4s3)CC2=O)cc1 (configuration not stated) | 19% | 0% | -2% | -6% | 12 | -0.3% | -5% | 0% | 1% | -1% | -5%
O=C(NCc1cccnc1)Nc1ccc2c(c1)OCO2 | -7% | -1% | -6% | -1% | 1 | -0.2% | 2% | ? | -2% | -1% | 13%
CC(=O)COC(=O)c1cc(-c2ccc(C)cc2)nc2ccccc12 | 8% | -9% | -3% | -2% | 3 | -0.4% | 0% | ? | -10% | -25% | 3%
Oc1ccccc1NCC(O)Cn1ccc2ccccc21 (configuration not stated) | 10% | -1% | 1% | ? | 27 | -0.6% | -3% | ? | 4% | -1% | 1%
Cc1cnc(C(=O)OCC(=O)c2ccc(F)c(F)c2)cn1 | 41% | -3% | -3% | -2% | -4 | -0.1% | -3% | 12% | -3% | -1% | 0%
COc1ccc(C(=O)NCC(c2ccco2)N2CCc3ccccc3C2)cc1 (configuration not stated) | 3% | 7% | 0% | 8% | 3 | 0.2% | 2% | 14% | 1% | 5% | 0%
CN(CC(=O)NC1CCCCCC1)S(=O)(=O)c1ccccc1 | 14% | 1% | -4% | -10% | 11 | -0.2% | -4% | ? | -22% | 6% | -1%
Cc1ccc(S(=O)(=O)N2CCN(C(=O)CCNC(=O)c3ccccc3Cl)CC2)cc1 | 35% | -7% | -1% | -1% | 10 | -0.2% | -6% | 7% | 5% | 16% | 1%
CC(Nc1ccccc1N1CCCCC1)C(=O)N1CCc2ccccc21 (configuration not stated) | 1% | 2% | 2% | 1% | -9 | 0.0% | -6% | ? | 2% | 2% | 0%
CN(CC(=O)Nc1ccc(Cl)c(C(F)(F)F)c1)C(=O)C1CC(=O)N(C2CCCC2)C1 (configuration not stated) | -14% | -12% | 0% | -3% | -6 | -0.7% | 0% | ? | -1% | -22% | 0%
CCC(=O)N1CCc2cc(S(=O)(=O)CCC(=O)N3CCN(c4ccc(Cl)cc4)CC3)ccc21 | -16% | -9% | -3% | 0% | -7 | 0.3% | 10% | ? | -2% | ? | 0%
Cc1cccc(C(=O)N2CCc3cc(-c4csc(NC(=O)CN5CCCC5)n4)ccc32)c1 | -1% | 1% | -1% | 2% | -15 | 0.4% | 24% | ? | 8% | -17% | -1%
CCOc1ccc(OCCSc2nc(N)cc(=O)[nH]2)cc1 | 1% | -2% | 0% | -5% | -6 | -0.4% | 3% | ? | -3% | -33% | 1%
COc1ccc(NC(=O)CC2C(=O)N(c3cccc(OC)c3)C(=O)N2C2CCCCC2)cc1 (configuration not stated) | -19% | 0% | . | -5% | 19 | 0.1% | 3% | -9% | . | -5% | 1%
CC1(C)CC(=O)C(C(c2ccco2)C2C(=O)CC(C)(C)CC2=O)C(=O)C1 | 10% | ? | -11% | ? | 17 | -0.2% | 12% | 21% | 2% | -3% | -1%
CCOC(=O)c1ccc(NC(=O)CN2CCN(c3ccccc3)CC2)cc1 | -24% | 21% | -2% | ? | 0 | -0.2% | 4% | -12% | 3% | 4% | 4%
CCCCn1nnnc1SCC(=O)Nc1ccc2c(c1)OCCO2 | -1% | -1% | -14% | -8% | -4 | -0.1% | -1% | ? | -6% | 1% | 1%
CC(C)C(C)(C#N)NC(=O)CSc1ncnc2sc(-c3ccccc3)cc12 (configuration not stated) | 1% | 6% | 0% | 9% | -14 | 0.1% | ? | ? | . | -10% | 0%

This is a random part of the collection. About 3% of those tested had a hit in this group.
